MC4R ag barr – MC4R agonists recruiting beta-arrestin, primary screen, cell-based, luminescence, agonist arm of biased-ligand search; Melanocortin receptor 4 (Homo sapiens), P32245; U2OS MC4R beta-arrestin complementation; percent of melanotan II response, DMSO zero; activation, % at 8.9 µM; hit rate 0.98% among 360,000; AID 540308, 2011;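 active means activation above a per-plate cutoff, the mean activation of sample wells on that plate plus 3 SD, cut at about 8% in these data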
ABCB6 inh 2 – ABCB6 transporter inhibitors, primary screen, K562-ABCB6 cells, flow cytometry, MLPCN library | hit rate 0.19% among 360,000 | AID 602162, 2011 | fluorescence ratio to DMSO, % at 10 µM | K562-ABCB6 porphyrin accumulation, 1 h; hits give low values;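 active means fluorescence ratio to DMSO below 75%, the collection mean minus 3 SD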;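 further: signal is porphyrin accumulated inside mitochondria; 100% equals median channel fluorescence of DMSO control wells; lower ratio means ABCB6 inhibition with less porphyrin fluorescence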
NOD2-RIPK2 inh – NOD2-RIPK2 binding disruptors in cells, primary screen, fluorescence, CHO cells, BLA complementation | CCF4 ratio | inhibition, % at 4.98 µM | AID 624267, 2012 | hit rate 0.38% among 360,000; in the data active means inhibition above about 21%;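 further: 0% = vehicle only and 100% = reference blocker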
TLR9-MyD88 block – inhibitors of TLR9-MyD88 association in cells, primary screen, cell-based, CHO, BLA complementation, fluorescence. CCF4 FRET ratio. inhibition, % at 4.98 µM. hit rate 0.21% among 340,000;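 active means inhibition above the mean over all tested compounds plus 3 SD, cut at about 21% in these data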;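 further: 0% = DMSO only wells and 100% = clavulanate BLA inhibitor control wells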
Target sequence (Q99836 whole entry, looked up): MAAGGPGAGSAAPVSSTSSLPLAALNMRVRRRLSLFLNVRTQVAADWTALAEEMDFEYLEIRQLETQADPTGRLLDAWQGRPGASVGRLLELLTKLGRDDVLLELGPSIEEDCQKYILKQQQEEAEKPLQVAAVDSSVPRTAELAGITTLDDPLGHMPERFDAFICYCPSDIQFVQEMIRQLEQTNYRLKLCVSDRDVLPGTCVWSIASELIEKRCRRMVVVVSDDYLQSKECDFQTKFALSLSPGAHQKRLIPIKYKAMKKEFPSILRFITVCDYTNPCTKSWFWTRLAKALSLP
Target sequence (Q9NR96 whole entry, looked up): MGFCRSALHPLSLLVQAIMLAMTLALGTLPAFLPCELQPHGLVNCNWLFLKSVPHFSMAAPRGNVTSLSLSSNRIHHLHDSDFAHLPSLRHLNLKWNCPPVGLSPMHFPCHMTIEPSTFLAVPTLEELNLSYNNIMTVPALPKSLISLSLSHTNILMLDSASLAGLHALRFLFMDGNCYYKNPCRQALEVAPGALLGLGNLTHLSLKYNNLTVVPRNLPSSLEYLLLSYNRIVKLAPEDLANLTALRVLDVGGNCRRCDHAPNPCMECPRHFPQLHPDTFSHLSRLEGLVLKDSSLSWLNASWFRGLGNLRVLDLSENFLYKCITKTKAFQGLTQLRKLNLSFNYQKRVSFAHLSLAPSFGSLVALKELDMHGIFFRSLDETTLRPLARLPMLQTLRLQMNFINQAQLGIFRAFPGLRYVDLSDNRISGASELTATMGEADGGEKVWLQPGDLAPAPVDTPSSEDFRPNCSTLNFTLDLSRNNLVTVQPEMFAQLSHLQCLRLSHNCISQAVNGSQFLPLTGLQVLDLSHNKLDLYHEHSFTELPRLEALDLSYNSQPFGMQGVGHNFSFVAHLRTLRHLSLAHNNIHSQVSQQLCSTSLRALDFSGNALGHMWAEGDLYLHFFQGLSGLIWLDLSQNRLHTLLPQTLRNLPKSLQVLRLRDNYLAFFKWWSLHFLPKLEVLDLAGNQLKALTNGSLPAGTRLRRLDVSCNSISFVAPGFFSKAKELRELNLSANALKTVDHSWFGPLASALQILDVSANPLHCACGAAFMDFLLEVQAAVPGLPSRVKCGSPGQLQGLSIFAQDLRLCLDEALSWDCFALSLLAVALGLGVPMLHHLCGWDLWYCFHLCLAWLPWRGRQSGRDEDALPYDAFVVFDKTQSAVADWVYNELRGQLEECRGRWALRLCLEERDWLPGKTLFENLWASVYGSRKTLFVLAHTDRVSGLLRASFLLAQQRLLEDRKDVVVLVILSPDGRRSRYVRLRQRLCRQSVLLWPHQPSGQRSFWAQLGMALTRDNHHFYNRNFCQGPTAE
MC4R antag cAMP – MC4R antagonists of cAMP signaling, primary screen, cell-based, TR-FRET, antagonist arm of biased-ligand search | MC4R-expressing cells, MTII-stimulated cAMP, LANCE TR-FRET | Melanocortin receptor 4 (Homo sapiens), P32245 | inhibition, % at 6.5 µM | AID 540295, 2011 | hit rate 0.48% among 360,000;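 active means inhibition above its plate's cutoff, the mean of tested wells on that plate plus 3 SD, cut at about 29% in these data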;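 further: 0% = Melanotan II alone and 100% = Melanotan II plus saturating MCL0020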
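Assay system: U2OS-MC4R stable cell line; Also added: Melanotan II; Technique: Eu-cAMP/anti-cAMP TR-FRET, emission 671 nm; Times: 30-min compound, 1-h challenge, 1-h detection, room temperature.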
Glyco luc inh – increase of ERlucT glycosylation luciferase signal, primary screen, N-linked glycosylation inhibitor project, D54 ERlucT cells, luminescence, set 2; D54 ERlucT glycosylation luciferase reporter, 24 h; percent of 100 nM tunicamycin response; AID 588692, 2011; reporter increase, % at 12.5 µM; hit rate 0.23% among 360,000;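 active means mean luciferase reporter signal, scaled so untreated is 0 and the glycosylation-blocking control 100, at or above a set limit in every replicate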;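 further: luciferase carries N-glycosylation sites so blocking glycosylation raises the light; 0% = median of neutral control wells and 100% = median of 100 nM tunicamycin wells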
Cardio protect – cardioprotection against H2O2-induced cell death, primary screen, uHTS, H9c2 cells, ATPLite luminescence; H9c2 cardiomyocytes, H2O2 injury protection, 2 h; protection from H2O2 cell death, % at 20 µM; hit rate 0.63% among 360,000; AID 588492, 2011;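 active means compounds giving at least 50% protection of heart cells from peroxide-induced death in the single-dose screen, raw or plate-pattern-corrected value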;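 further: 0% = DMSO wells with peroxide and 100% = DMSO wells without peroxide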
m5-HT2A agonist – mouse Htr2a agonists via beta-arrestin recruitment, primary screen, cell-based, luminescence. hit rate 0.66% among 360,000. activation, % at 7.6 µM. CHO-K1 mHTR2A beta-arrestin complementation; percent of 30 µM serotonin response. 5-hydroxytryptamine receptor 2A (Mus musculus), P35363;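 active means activation above a run cutoff, the mean activation of all tested compounds plus 3 SD, cut at about 14% in these data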;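 further: 0% = plate median of compound wells and 100% = 30 µM serotonin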
NCOA2 inhibitor – inhibition of GAL4-SRC2 driven luciferase reporter, primary screen, SRC2 inhibitor project, cell-based, luminescence; Nuclear receptor coactivator 2 (Homo sapiens), Q15596; HEK293 GAL4-SRC2 luciferase reporter; inhibition, % at 9 µM; hit rate 0.17% among 370,000; AID 651957, 2012;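 active means inhibition above the mean inhibition of all tested compounds plus 3 SD, set per campaign, cut at about 52% in these data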;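 further: 0% = DMSO treated cells and 100% = cells given Gossypol at 36 µM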
ABHD5 PLIN5 PPI – ABHD5-PLIN5 interaction inhibitors, primary screen, cell lysate, split luciferase complementation, luminescence; Perilipin-5 (Homo sapiens) + 1-acylglycerol-3-phosphate O-acyltransferase ABHD5 (Homo …; Split G. princeps luciferase complementation, 4 h; inhibition, % at 4 µM; hit rate 0.78% among 360,000;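 active means inhibition above the mean inhibition across every tested compound plus 3 SD, cut at about 22% in these data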;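 further: 0% = DMSO only wells and the 100% control is not disclosed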
* hit, by the source's call; · = no result given; & = joins results of further samples. A portion of the library. The share of hits here may be higher or lower than overall.

The opening six compounds (preview)
canonical_smiles	NOD2-RIPK2 inh	MC4R ag barr	TLR9-MyD88 block	ABHD5 PLIN5 PPI	Glyco luc inh	MC4R antag cAMP	ABCB6 inh 2	Cardio protect	NCOA2 inhibitor	m5-HT2A agonist
Cc1cccc(NC(=O)c2nc[nH]c2C(=O)N[C@H](C)c2ccccc2)c1	3	-1.9	-3	-11	2	10	98	0	3	6
Cc1cc2c(C)nc3ccccc3c2o1	-16	-0.5	-2	2	0	-12	91	-3	1	2
CCOC(=O)C1=C(N)OC2=C(C(=O)CCC2)C1c1ccco1 (configuration not stated)	-15	-0.8	2	-1	0	1	90	-8	-12	2
CN1C(=O)N(c2ccccc2)C(Nc2nncs2)C1(C)C (configuration not stated)	-14	0.2	-24	4	-1	16	99	-2	-17	-2
C#CCN1C(=O)S/C(=C/c2cc(C)n(CC)c2C)C1=O	1	-1.2	-8	-4	-8	1	116	-7	-84	-2
Cc1ccccc1-c1nnn(Cc2ccc(F)cc2Cl)n1	6	3.2	-2	-6	-1	6	102	-7	-59	5

This part in full, from the start:
canonical_smiles	NOD2-RIPK2 inh	MC4R ag barr	TLR9-MyD88 block	ABHD5 PLIN5 PPI	Glyco luc inh	MC4R antag cAMP	ABCB6 inh 2	Cardio protect	NCOA2 inhibitor	m5-HT2A agonist
Cc1cccc(NC(=O)c2nc[nH]c2C(=O)N[C@H](C)c2ccccc2)c1	3	-1.9	-3	-11	2	10	98	0	3	6
Cc1cc2c(C)nc3ccccc3c2o1	-16	-0.5	-2	2	0	-12	91	-3	1	2
CCOC(=O)C1=C(N)OC2=C(C(=O)CCC2)C1c1ccco1 (configuration not stated)	-15	-0.8	2	-1	0	1	90	-8	-12	2
CN1C(=O)N(c2ccccc2)C(Nc2nncs2)C1(C)C (configuration not stated)	-14	0.2	-24	4	-1	16	99	-2	-17	-2
C#CCN1C(=O)S/C(=C/c2cc(C)n(CC)c2C)C1=O	1	-1.2	-8	-4	-8	1	116	-7	-84	-2
Cc1ccccc1-c1nnn(Cc2ccc(F)cc2Cl)n1	6	3.2	-2	-6	-1	6	102	-7	-59	5
COc1cc(C(=O)NCc2nnc(SCC(=O)NCCc3ccccc3)o2)cc(OC)c1OC	2	1.5	-17	-6	1	9	97	-1	9	3
COc1ccc(C)c2sc(N(CCCN(C)C)C(=O)c3ccc(S(=O)(=O)N4CCc5ccccc5C4)cc3)nc12	24*	37*	11	17	-12	-4	101	-21	-11	-3
CN(CCNC(=O)Cn1c(=O)sc2ccccc21)Cc1ccccc1	-10	-2.1	-7	11	-1	6	95	23	19	-8
CSCc1ccc(C(=O)NC(C)c2ccc(-n3ccnc3)cc2)cc1 (configuration not stated)	9	-0.8	-5	0	0	1	94	-11	-33	-1
COc1ccc(CN2C(=O)C(C)Nc3ncnc(N4CCc5ccccc5C4)c32)cc1 (configuration not stated)	0	·	·	6	18	·	104	7	11	-5
O=C(C[C@H]1C[C@@H]2c3cc(NC(=O)C4CCC4)ccc3O[C@@H]2[C@H](CO)O1)NC1CCCCC1	2	0.4	-8	-8	0	2	103	1	-30	-1
Cc1ccc(N2C(=O)C3CC(c4ccccc4)=C4C5C=CC(C6C(=O)N(c7ccc(C)cc7C)C(=O)C56)C4C3C2=O)c(C)c1 (configuration not stated)	-14	-0.3	1	4	-3	6	93	-5	·	0
Cc1ccc(S(=O)(=O)/N=C(/Nc2c(C)n(C)n(-c3ccccc3)c2=O)c2ccc(Cl)cc2)cc1	0	0.1	-6	2	-2	2	101	-5	2	6
NC(=Nc1ccccc1)Nc1ccccc1	-6	1.7	0	-1	11	-9	98	-3	11	-2
Cc1nc([N+](=O)[O-])cn1CC(=O)Nc1ccc([N+](=O)[O-])cc1	1	-1.2	-1	3	-1	-9	95	13	18	0
COc1ccc(OC)c(NC(=O)c2ccc(-n3cccn3)nc2)c1	-1	-1.2	1	-3	0	2	95	10	-8	-3
Cc1ccc(C(C)C)c(OCC(=O)N/N=C/C2CCCCC2)c1	-9	1.2	-4	1	1	5	93	-4	-9	5
CC(C)(C)CC(C)(C)n1nnnc1N	-9	0.1	0	0	-1	-4	107	-3	-5	2
CC(=O)NC1(C(F)(F)F)N=C2SCCN2C1=O (configuration not stated)	-7	-0.1	0	-12	4	-1	97	3	14	1
CC(C)(C)OC(=O)C[C@@H]1C/C=C\C[C@H](CC(=O)N[C@H](CO)Cc2ccccc2)C(=O)N[C@@H](Cc2ccccc2)COC1=O	-6	0.3	-5	1	-1	19	93	27	-2	1
Cc1ccccc1-n1nc2c(c1NC(=O)c1cc3ccccc3oc1=O)CS(=O)C2 (configuration not stated)	7	-1.4	1	3	-1	-14	96	10	·	9
CCC1Oc2ccccc2N(CC(=O)Nc2ccccc2OC)C1=O (configuration not stated)	4	-0.9	0	1	-3	1	100	0	-17	-1
CC(=O)c1ccc(OCCCC(=O)Nc2cccc(S(=O)(=O)N3CCOCC3)c2)cc1	-1	-0.8	-7	-1	1	7	87	-3	-5	4
CC1(C)Cc2c(C#N)c(SCC(=O)c3ccccc3)nc(N3CCOCC3)c2CO1	-4	0.5	6	2	-2	10	96	27	-29	5
COC(=O)c1nc2nc(C)cc(C(F)(F)F)n2n1	1	1.2	-4	-1	2	20	92	4	-20	7
CC(=O)N1CCc2c(sc(NC(=O)C3COc4ccccc4O3)c2C(N)=O)C1 (configuration not stated)	-10	-0.8	0	16	5	9	98	5	5	7
CCN(CC)CCN(Cc1cc2cc3c(cc2[nH]c1=O)OCO3)C(=S)NCCCOC	-5	-1.0	6	6	2	6	106	2	-4	0
O=C(CCCNC(=O)/C(=C/c1ccc(Br)cc1)NC(=O)c1ccccc1)OCc1ccccc1	3	0.0	2	3	1	23	95	1	2	-4
CCN(C(=O)c1ccc(NC(C)=O)cc1)c1ccccc1C	-4	-0.4	-7	-6	-1	9	99	-2	19	1
COCC(=O)N(C)C1(c2nnnn2CCOC(=O)Nc2ccc(Cl)cc2)CCCCC1	-4	-0.6	5	5	1	2	101	-4	-12	-1
Cc1cccc(C)c1NC(=O)Cn1c(=O)c2cccn2c2ccccc21	12	0.0	8	-12	-2	4	107	18	-7	-6
FCCCOc1ccc(-c2ccnc3ncnn23)cc1	7	-3.0	-9	0	5	8	151	-3	9	0
O=C(CSc1nc(=O)n2ccccc2n1)NCc1ccc(F)cc1	-4	-3.2	-4	2	0	6	101	6	15	4
CCCc1c(-c2cccc(Br)c2)ncn1Cc1ccccc1OC	2	·	·	1	·	·	118	·	32	-2
CCOc1ccc(N2C(=O)CC(N(Cc3ccco3)C(=O)CC)C2=O)cc1 (configuration not stated)	-7	-1.6	1	0	4	0	93	1	8	8
Cc1cc(NCCc2ccccc2F)n2ncnc2n1	-2	-1.5	-1	3	-1	5	95	-3	-6	3
Cc1cccc(NC(=O)Cn2c(=O)n(C)c3ccccc32)c1	-11	-1.9	3	0	1	-1	107	3	6	-4
NC(=O)CSc1nnc(CNc2ccc(F)cc2)n1CC1CCCO1 (configuration not stated)	4	-0.9	-2	3	0	5	94	0	-3	2
O=C(O)CCc1nc2cccnc2n1Cc1ccccc1	-4	-1.2	-1	-9	1	-3	99	1	17	2
Cc1ccc(-n2ncc3c(NCc4cccnc4)ncnc32)cc1C	8	0.8	15	10	-6	5	93	-13	-24	-5
COc1ccc([C@H]2CC(=O)C=C(c3ccc(F)cc3OCc3ccccc3)C2)cc1OC	-9	0.1	-4	7	-6	9	87	1	-6	-3
CCN(CC(=O)Nc1ccc(Cl)c(S(=O)(=O)N(C)C)c1)Cc1nc2ccccc2c(=O)[nH]1	9	-2.7	-3	-4	0	11	89	28	-1	3
CCCc1nn2c(N)c(/C=C3\C=Nc4ccccc43)c(=O)nc2s1	-15&1	-0.7&-0.8	-10&-7	1&-2	3&2	0&-5	98&99	-5&0	-29&-7	0&0
CCc1nnc(NC(=O)C2Cc3ccccc3CN2S(=O)(=O)c2cccs2)s1 (configuration not stated)	7	0.2	-7	16	-2	-1	94	-4	-3	-1

Screens: PubChem BioAssay, several laboratories
